TEAD-YAP block = TEAD-YAP interaction inhibition, primary screen, TEAD-YAP interaction inhibitor project, luminescence, HEK-TIYL cells. TEAD-Gal4/YAP UAS-luciferase luminescence. inhibition, % at 9.12 µM. actives 1.4% (n = 640,000); in the data active means inhibition above about 32%;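 further: 0% = median of test compound wells and 100% = reference inhibitor wells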
GPR151 ag = activators of human GPR151, primary screen, cell-based, PathHunter beta-arrestin, luminescence; AID 1508602, 2020; G-protein coupled receptor 151 (Homo sapiens), Q8TDV0; PathHunter beta-arrestin GPR151 cells; actives 1% (n = 650,000); activation, % at 11.2 µM; in the data active means activation above about 4.9%;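 further: 0% = median of compound wells and 100% = cells with positive control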
Target sequence (Q8TDV0 whole entry, looked up): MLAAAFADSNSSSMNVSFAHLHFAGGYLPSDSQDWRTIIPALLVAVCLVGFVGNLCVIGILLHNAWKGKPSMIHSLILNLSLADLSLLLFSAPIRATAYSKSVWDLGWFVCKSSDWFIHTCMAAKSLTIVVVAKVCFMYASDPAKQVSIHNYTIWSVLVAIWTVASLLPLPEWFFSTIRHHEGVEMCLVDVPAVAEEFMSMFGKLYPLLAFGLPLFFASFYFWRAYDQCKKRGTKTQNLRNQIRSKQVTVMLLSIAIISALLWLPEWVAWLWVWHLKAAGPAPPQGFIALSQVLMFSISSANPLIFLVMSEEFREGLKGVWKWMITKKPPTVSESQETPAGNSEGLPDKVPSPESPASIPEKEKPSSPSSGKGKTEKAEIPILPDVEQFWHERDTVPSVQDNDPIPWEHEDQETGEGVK
MITF primary = MITF inhibitors, primary screen, biochemical, AlphaScreen, human; inhibition, % at 2.6 µM; actives 0.91% (n = 650,000); AlphaScreen MITF homodimerization, bead proximity signal; in the data active means inhibition above about 50%;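 further: 0% = vehicle wells with protein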
Target sequence (O75030 whole entry, looked up): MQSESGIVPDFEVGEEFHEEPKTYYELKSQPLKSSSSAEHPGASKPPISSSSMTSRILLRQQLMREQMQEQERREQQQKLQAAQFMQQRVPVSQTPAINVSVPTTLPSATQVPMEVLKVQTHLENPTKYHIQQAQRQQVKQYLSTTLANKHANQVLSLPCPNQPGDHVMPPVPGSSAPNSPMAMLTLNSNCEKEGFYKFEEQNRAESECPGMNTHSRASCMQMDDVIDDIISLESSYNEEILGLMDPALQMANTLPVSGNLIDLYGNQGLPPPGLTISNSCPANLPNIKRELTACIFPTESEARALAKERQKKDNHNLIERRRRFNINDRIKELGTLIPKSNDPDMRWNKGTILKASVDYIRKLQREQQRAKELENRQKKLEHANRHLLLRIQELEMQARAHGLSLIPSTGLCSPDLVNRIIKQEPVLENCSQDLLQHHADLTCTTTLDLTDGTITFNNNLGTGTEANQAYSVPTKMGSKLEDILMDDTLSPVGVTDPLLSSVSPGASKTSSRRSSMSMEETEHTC
FBW7 activator = FBW7 E3 ligase activators, primary screen, biochemical, AlphaScreen, human. actives 0.13% (n = 650,000). AID 1259310, 2017. F-box/WD repeat-containing protein 7 (Homo sapiens), Q969H0. AlphaScreen FBW7–phospho-cyclin E peptide binding, activator screen. normalized activity (activation), % at 26.1 µM; in the data active means normalized activity above about 1.9%;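 further: purified mutant Fbw7 with reduced substrate affinity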
Active calls of the source: *.

Every second line gives: TEAD-YAP block, GPR151 ag, MITF primary, FBW7 activator
- COc1cc(C2C(C(=O)OCC3CCCO3)=C(C)NC3=C2C(=O)CC(C)(C)C3)ccc1OCc1ccccc1 (stereo unspecified)
  15, -1.0, -1, -0.1
- O=C(COc1ccc(Cl)cc1Cl)n1ccc([N+](=O)[O-])n1
  5, 0.3, -4, -0.2
- CC(C)(C)C(=O)NC(=S)Nc1ccccn1
  -7, -1.4, 11, 0.0
- Cc1ccc(OCC(=O)Nc2ccc(C(N)=O)cc2)cc1C
  -13, -2.3, 14, 0.1
- CC(C)[C@@H]1NC(=O)[C@H]2CN(Cc3cccc4cccnc34)CCN2C1=O
  0, 2.0, -2, -0.3
- Cc1ccc(Cl)cc1N(CC(=O)N(C)C)S(=O)(=O)c1ccccc1
  9, 0.7, 8, -0.2
- CCC(CC)C(=O)NCc1ccc(Cl)cc1
  8, -0.4, 5, 0.2
- COc1ccc(-c2csc(NC(=O)c3cc(Cl)ccc3[N+](=O)[O-])n2)cc1
  -8, -0.6, 6, -0.2
- O=C(CC1C(=O)NCCN1Cc1ccc(F)cc1)NCC1CCN(CCO)CC1 (stereo unspecified)
  2, 1.7, -3, 0.2
- CC(=O)Nc1cc(I)cc(C(=O)O)c1
  -3, 1.3, -9, -0.1
- COC(=O)c1ccc(CN2CCC(n3nccc3NC(=O)C3CC3)CC2)cc1
  3, -0.5, 6, -0.1
- CCC(Sc1nc2ccsc2c(=O)n1CC(=O)O)C(=O)Nc1ccc(Cl)cc1 (stereo unspecified)
  1, 1.1, 13, 0.1
- COc1ccc(-n2c3nc(=O)[nH]c(=O)c-3cc3ccccc32)cc1
  10, 0.0, -2, -0.1
- COc1ccc(NC2=C(Cl)C(=O)N(c3ccccc3F)C2=O)cc1
  13, 0.0, 11, -0.1
- O=S(=O)(Cc1ccccc1)c1nnnn1-c1ccccc1
  -24, -0.6, -9, 0.0
- CCOc1ccccc1/C=C1N=C(/C=C/c2cccc(Cl)c2Cl)OC\1=O
  -1, 2.5, 4, -0.1
- COc1ccc(CC(=O)Nc2ccccc2Cl)cc1
  -17, -1.4, 0, 0.2
- CCCCNC(=O)Cn1cnc2sc3c(c2c1=O)CCCC3
  7, -0.1, 3, -0.1
- COc1cccc(N2CCN(C(=O)c3ccc4nc(-c5ccc(OC)c(OC)c5)c(-c5ccc(OC)c(OC)c5)nc4c3)CC2)c1
  1, 0.5, 0, 0.0
- Cc1ccc(-n2nc3c4c(cccc4c2=O)-c2ccccc2-3)cc1
  -5, -0.7, -5, 0.4
- CCc1ccc(C2C(C#N)=C(N)N(c3ccc(Cl)c(Cl)c3)C3=C2C(=O)CCC3)s1 (stereo unspecified)
  -8, 0.4, 3, -0.2
- Fc1ccc(Nc2nc(N3CCOCC3)c3[nH]cnc3n2)cc1F
  1, 0.3, -2, -0.2
- O=C(NC1CCN(Cc2ccccc2)CC1)c1csc(N2CCc3ccccc3C2)n1
  8, 1.6, 16, 0.0
- NC(=O)c1cc(S(=O)(=O)N2CCN(c3ccc(Cl)cc3)CC2)cs1
  11, 1.4, 2, 0.0
- CCc1ccc2oc(-c3ccc(NC(=O)CC(C)C)cc3)nc2c1
  -34, -1.0, 6, 0.3
- CCOC(=O)NNC(=O)Nc1ccc(Br)cc1
  4, 0.3, -16, 0.1
- COc1ccc(S(=O)(=O)Cc2ccc(C(=O)N3CC(C)CC(C)C3)o2)cc1 (stereo unspecified)
  -3, 0.1, -2, -0.1
- O=[N+]([O-])c1ccc2[nH]cc(S(=O)(=O)Nc3cccc(Cl)c3)c2c1
  -2, 0.9, -3, -0.1
- CSCCC(C(=O)Nc1cc(C)ccc1C)N1C(=O)C2C3c4ccccc4C(c4ccccc43)C2C1=O (stereo unspecified)
  9, 0.3, 8, -0.1
- O=C(O)CN1C(=O)c2cccc3c(I)ccc1c23
  13, 1.0, -1, 0.0

Given as tab-separated lines: part of the list above.
canonical_smiles	TEAD-YAP block	GPR151 ag	MITF primary	FBW7 activator
CCc1ccc(C2C(C#N)=C(N)N(c3ccc(Cl)c(Cl)c3)C3=C2C(=O)CCC3)s1 (stereo unspecified)	-8	0.4	3	-0.2
Fc1ccc(Nc2nc(N3CCOCC3)c3[nH]cnc3n2)cc1F	1	0.3	-2	-0.2
O=C(NC1CCN(Cc2ccccc2)CC1)c1csc(N2CCc3ccccc3C2)n1	8	1.6	16	0.0
NC(=O)c1cc(S(=O)(=O)N2CCN(c3ccc(Cl)cc3)CC2)cs1	11	1.4	2	0.0
CCc1ccc2oc(-c3ccc(NC(=O)CC(C)C)cc3)nc2c1	-34	-1.0	6	0.3
CCOC(=O)NNC(=O)Nc1ccc(Br)cc1	4	0.3	-16	0.1
COc1ccc(S(=O)(=O)Cc2ccc(C(=O)N3CC(C)CC(C)C3)o2)cc1 (stereo unspecified)	-3	0.1	-2	-0.1

Other records:
Every second line gives: TEAD-YAP block, GPR151 ag, MITF primary, FBW7 activator
- COC(F)(C(=O)NCCc1cccn1C)C(F)(F)F (stereo unspecified)
  5, 0.9, -4, 0.1
- CCOC(=O)N1CCN(c2nnnn2-c2ccccc2)CC1
  4, -1.4, 7, 0.9
- COc1cccc(C(=O)Nn2c(-c3cccc(C)c3)nc3ccccc3c2=O)c1
  -1, 0.8, -5, -0.1
- COCCCNC(=O)CN(c1ccccc1)S(=O)(=O)c1ccc(F)cc1
  10, 0.0, 8, 0.0
- O=C(O)c1ccc(CNCc2ccccc2Cl)s1
  8, 1.2, -10, -0.1
- CC(C)C(=O)N(c1ccc2oc(=O)sc2c1)S(=O)(=O)c1cccs1
  8, -0.3, -13, 0.0
- CNC(=O)C1CCC(Cn2c(=O)c3sccc3n(Cc3c(F)cccc3Cl)c2=O)CC1 (stereo unspecified)
  4, 4.1, 4, -0.1
- CCC(=O)NCC(c1ccco1)S(=O)(=O)c1ccccc1 (stereo unspecified)
  -8, -1.1, 13, 0.0
- COc1cccc(C(=O)N(CCN2CCOCC2)c2nc3c(SC)cccc3s2)c1
  -32, -1.8, 4, -0.3
- CC(C)N1CCC(N2CCN(Cc3sc4ccccc4c3Cl)CC2CCO)CC1 (stereo unspecified)
  -3, 0.7, 7, 0.3
- COc1cc2nc(-c3ccc(C(=O)NC4CC4)cc3)nc(Nc3ccc(N4CCOCC4)cc3)c2cc1OC
  4, -1.6, 16, 0.2
- COc1ccc(/C=C/C(=O)Nc2cccc(Cl)c2Cl)cc1OC
  -12, 3.0, -5, 0.1
- CCOc1ccc(-n2cc(-c3ccccc3)c3c(SCc4ccccc4Cl)ncnc32)cc1
  6, -0.6, 0, -0.1
- COc1ccc(S(=O)(=O)N2CCC(C)CC2)cc1I
  7, -0.5, 3, 0.1
- Cc1cc(OCC(=O)Nc2cccc(Cl)c2C)cc(C)c1Cl
  -6, -0.3, 0, 0.0
- COCCNC(=O)C(=O)NNS(=O)(=O)c1ccc(Cl)cc1
  1, 2.3, 3, 0.1
- CC(=O)Nc1cccc(NC(=O)CSc2nc3ccc(C)cc3cc2C)c1
  6, 0.8, 1, 1.1
- O=C(CN(Cc1ccccc1)S(=O)(=O)c1ccc(Br)cc1)N1CCN(c2ccc(F)cc2)CC1
  -4, -0.2, 14, -0.2
- CCc1c(C(=O)O)c2ccccc2[nH]c1=O
  -3, 0.7, 2, -0.1
- COc1ccc(-c2nnn(Cc3nc(N)nc(N4CCOCC4)n3)n2)cc1OC
  -6, -0.8, 3, -0.1
- CC1=Nc2ccc([N+](=O)[O-])cc2/C1=C/c1c(O)n(-c2ccc(C)c(C)c2)c(=O)[nH]c1=O
  8, -0.9, -4, -0.1
- O=C1OC(OC(=O)c2ccccc2)C(N2CCOCC2)=C1Cl (stereo unspecified)
  2, 1.9, 11, 0.5
- CCOCCCNC(=O)C(NC(=O)CC1NC(=O)NC1=O)c1ccc(Cl)cc1 (stereo unspecified)
  7, 2.0, 10, 0.7
- N#Cc1cc2c(nc1SCC(=O)Nc1ccccc1F)CCCCC2
  -13, -1.0, -3, 0.0
- COc1ccccc1CNC(=O)CSc1nc2[nH]ncc2c(=O)n1-c1ccc(Cl)cc1Cl
  -7, 0.7, -7, -0.1
- O=c1oc2ccccc2cc1-c1nnc(Nc2ccccc2F)s1
  -22, -1.2, -19, -0.1
- Cc1c(Cl)cccc1-c1ccc(C(=O)Nc2ccc3oc(-c4ccncc4)nc3c2)o1
  1, 2.3, 2, -0.1
- Oc1ccc(CCNc2nc(NCCN3CCOCC3)nc3c2ncn3-c2ccsc2)cc1
  34*, -1.2, 5, 0.0
- Cc1nc2ccc(C(=O)NCCCN3CCOCC3)cc2nc1C
  0, 0.7, 6, 0.2
- CCCC(=O)NCC(c1ccco1)S(=O)(=O)c1ccc(F)cc1 (stereo unspecified)
  -2, 0.5, 10, 0.1
- COc1ccc(-c2noc(CN(C)CC3CCCCO3)n2)c(OC)c1OC (stereo unspecified)
  -13, 1.2, 2, -0.3
- O=C(Nc1c2c(nn1-c1ccc(F)cc1)CSC2)c1cc(Cl)ccc1Cl
  -4, 0.0, 9, 0.2
- CN(C)S(=O)(=O)c1ccc2c(c1)c(=O)c(C(=O)N1CCOCC1)cn2C
  -15, 1.9, -22, 0.2
- CN(C)C(=O)COc1ccc(Br)cc1
  -11, -1.9, -16, 0.0
- CCOC(=O)CC1C(=O)NC2CCCCC2N1C(=O)Nc1ccccc1 (stereo unspecified)
  -7, -1.9, 11, 0.4
- Fc1cc(-c2ccnc(Nc3ccc(N4CCOCC4)cc3)n2)cc(N2CCN(C3CC3)CC2)c1
  48*, 0.1, 2, -0.3
- C=CCN=c1scc(-c2cc(OC)ccc2OC)n1/N=C(\C)c1ccncc1
  -18, -1.1, -7, -0.2
- CN1CCN(C(=O)c2cnn(-c3ccccc3)c2NC(=O)c2cccc(F)c2)CC1
  -6, -0.5, -10, -0.1
- Cn1c(NC(=O)c2cccs2)c(-c2ccc3c(c2)OCO3)c(=O)c2ccccc21
  0, -1.3, 16, 0.9
- CCOc1cc(N2CCOCC2)c(OCC)cc1NC(=O)c1cc(F)c(F)c(F)c1F
  -4, -0.6, 8, 0.5

Rewritten field by field: entries from further up.
CN(C)S(=O)(=O)c1ccc2c(c1)c(=O)c(C(=O)N1CCOCC1)cn2C
  TEAD-YAP block = -15; GPR151 ag = 1.9; MITF primary = -22; FBW7 activator = 0.2

Cc1ccc(OCC(=O)Nc2ccc(C(N)=O)cc2)cc1C
  TEAD-YAP block = -13; GPR151 ag = -2.3; MITF primary = 14; FBW7 activator = 0.1

C=CCN=c1scc(-c2cc(OC)ccc2OC)n1/N=C(\C)c1ccncc1
  TEAD-YAP block = -18; GPR151 ag = -1.1; MITF primary = -7; FBW7 activator = -0.2

The listing continues:
Every second line gives: TEAD-YAP block, GPR151 ag, MITF primary, FBW7 activator
- Cc1ccc(C(=O)O)cc1NC(=O)c1ccc(Cn2nc(C)c(Cl)c2C)o1
  5, 0.1, 38, 0.0
- COc1cccc(N(CC(=O)Nc2cccc3ccccc23)S(C)(=O)=O)c1
  -2, 1.6, -3, -0.1
- CCCc1ccc(-c2csc(NC(=O)CCC(=O)O)n2)cc1
  4, -0.5, 9, -0.1
- CC1(c2ccccc2Cl)NC(=O)N(CC(=O)Nc2sc3c(c2C(N)=O)CCC3)C1=O (stereo unspecified)
  3, -0.8, 16, 0.0
- CSCC(=O)Nc1cccc(Br)c1
  -6, -0.6, -7, 0.1
- Cc1cccc(-c2cc(=O)c3cc(N)ccc3o2)c1
  -11, -1.9, 2, 0.0
- CN1CCC(=NNC(=O)COc2ccccc2)CC1
  3, -0.3, 1, 0.0
- COc1ccc(NS(=O)(=O)c2ccc3ccccc3c2)c2ncccc12
  26, -1.0, 30, -0.4
- CCOC(=O)Nc1ccccc1C(=O)N1CCCC1
  2, 0.6, 9, 0.5
- COc1cc(NC(=S)NN2CCN(C)CC2)cc(OC)c1
  -12, -0.6, -2, -0.1
- CN(Cc1ccccc1)C(=O)CN(c1ccccc1Cl)S(C)(=O)=O
  15, 1.0, 0, 0.2
- O=C(NCCO)c1c(O)c2cccc3c2n(c1=O)CC3
  -31, -1.7, 5, -0.2
- COc1ccccc1N1C(=O)C(C(c2ccccn2)C2C(=O)NC(=S)N(c3ccccc3OC)C2=O)C(=O)NC1=S (stereo unspecified)
  5, -1.8, 3, -0.4
- COc1ccc(CNC(=O)CCN2C(=O)c3cccnc3C2=O)cc1
  5, 1.3, -3, -0.3
- Cc1cc(C)cc(OCC(=O)Nc2ccc(Br)cc2C(=O)O)c1
  6, 0.7, 15, 0.2
- COc1ccccc1CNS(=O)(=O)c1ccc(F)c(C(=O)Nc2cccc(C)c2)c1
  -2, 0.4, -5, 0.1
- COc1cc(NC(=O)C(C)N2Cc3ccccc3C2=O)cc(OC)c1 (stereo unspecified)
  -3, -0.5, -23, -0.2
- O=C1CC(c2ccccc2)n2nc(NC(=O)c3ccco3)nc2N1 (stereo unspecified)
  -1, -0.2, 2, 0.0
- O=C(NC(c1ccccn1)c1cccs1)C1CCN(C(=O)N2CCCC2)CC1 (stereo unspecified)
  4, -0.2, 6, -0.2
- Nc1cccc(-c2nc(NC3CCN(Cc4ccccc4)CC3)c3ncn(Cc4ccc(C(F)(F)F)cc4)c3n2)c1
  -2, -0.6, -1, 0.1
- CCN(CC)c1cc(-c2ccc(F)cc2)nc(-c2cccnc2)n1
  9, -2.3, -4, -0.1

Screening results as filed in PubChem BioAssay.
